Compound activity (PubChem BioAssay)
RmlC RmlD mix: RmlC/RmlD inhibition, mixture screen. RmlC/RmlD coupled enzyme inhibition, 384-well mixture HTS. inhibition, % at 5.5 µM. actives 0.39% (n = 110,000). AID 1532; in the data active = inhibition above about 30%, passing the limit was not always enough; note: strong numbers were not always called active
RT RNaseH block: blocks HIV-1 RNase H cleavage of RNA/DNA duplex; RT-RNase H RNA/DNA duplex cleavage, fluorescence; inhibition, % at 10 µM; actives 1.9% (n = 65,000); in the data active = inhibition above about 50%
Starred values were filed as active, the others as inactive; x = not tested or not shown.

(1) CCN1CCCC1CNC(=O)c1cc(NC(C)=O)c(N(C)C)cc1OC (centres undefined)
(2) Cc1ccc(C)c(NC(=O)C2CCCN2C(=O)OC(C)(C)C)c1 (centres undefined)
(3) Cc1occc1-c1nnc(SCC(=O)NCc2ccc3c(c2)OCO3)n1CC(C)C
(4) CCOC(=O)C1=C(N)OC2=C(C(=O)CCC2)C12C(=O)Nc1ccccc12 (centres undefined)
(5) Cc1cc(NC(=O)CCN2C(=O)C3C4CCC(C4)C3C2=O)cc(C)c1Br (centres undefined)
(6) CCO[C@@H]1OC(C(=O)NCc2ccccc2)=C[C@H](C2CCCCC2)[C@H]1CCCO
(7) COc1ccc(Oc2coc3cc(OC(=O)c4cncc(Br)c4)ccc3c2=O)cc1
(8) O=C(NC1CCN(Cc2ccccc2)CC1)c1ccccc1F

| compound no. | 1 | 2 | 3 | 4 | 5 | 6 | 7 | 8 |
| --- | --- | --- | --- | --- | --- | --- | --- | --- |
| RmlC RmlD mix | 11 | 13 | -10 | -11 | -82 | -9 | 6 | 5 |
| RT RNaseH block | -2 | -4 | 2 | 0 | x | x | x | -6 |

(9) CN(C)S(=O)(=O)N(CCN1CCOCC1)Cc1ccccc1F
(10) O=C(Cn1nc(-c2ccccc2)nc1-c1ccccc1)N1CCOCC1
(11) COc1cc(CNC2CCCCCC2)cc(OC)c1OC
(12) Oc1ccc2c3c1O[C@H]1c4oc5ccccc5c4C[C@@]4(O)[C@@H](C2)N(CC2CC2)CC[C@]314
(13) CC(C)C1CC(O)(C2(O)CCCCC2)ON1 (centres undefined)
(14) COc1ccc(C2C(C(C)=O)=C(O)C(=O)N2CCO)c(OC)c1 (centres undefined)
(15) Cc1oc(-c2ccc(Cl)cc2)nc1CN1CCC(C(=O)NCCCN2CCCC2=O)CC1
(16) CN(C)CCCNS(=O)(=O)c1cc(Cl)ccc1Cl

| compound no. | 9 | 10 | 11 | 12 | 13 | 14 | 15 | 16 |
| --- | --- | --- | --- | --- | --- | --- | --- | --- |
| RmlC RmlD mix | -7 | -9 | 7 | 7 | 0 | 8 | 8 | 2 |
| RT RNaseH block | -2 | 1 | 0 | x | 1 | -10 | -5 | 6 |

(17) O=C(NCCCN1CCCC1)C1CCN(C(=O)c2cc3sccc3n2Cc2ccc(F)cc2)CC1
(18) O=C(O)CN1C(=O)c2ccc(Oc3cccc4c3C(=O)N(CC(=O)O)C4=O)cc2C1=O
(19) NC(=O)C1CCN(C(=O)c2cc3ccccn3n2)CC1
(20) COc1ccc2[nH]c(C)c(C(=O)CN3CCN(C(=O)c4ccco4)CC3)c2c1
(21) COc1cc2c(cc1OC)CN(C(=O)CSc1nc3[nH]ncc3c(=O)n1-c1ccccc1)CC2
(22) Cc1ccc(N2C(=O)CSC2c2c(F)cccc2Cl)cc1 (centres undefined)
(23) COc1cccc(CN2CCN(c3ncccn3)CC2)c1
(24) O=C1CSC(c2cn(-c3ccccc3)nc2-c2cc3ccccc3oc2=O)N1Cc1cccnc1 (centres undefined)

| compound no. | 17 | 18 | 19 | 20 | 21 | 22 | 23 | 24 |
| --- | --- | --- | --- | --- | --- | --- | --- | --- |
| RmlC RmlD mix | 12 | -1 | 5 | 1 | 3 | 6 | -2 | -4 |
| RT RNaseH block | 5 | x | -10 | -4 | -27 | x | -4 | x |

Values by screen from the list.
Nos. 17 to 20 in RT RNaseH block read 5, x, -10, -4
Nos. 17 to 20 in RmlC RmlD mix read 12, -1, 5, 1

(list continues)
(25) CCCC(=O)Nc1ccc(Cl)c(NC(=O)c2ccco2)c1
(26) O=C1c2ccsc2SCCN1Cc1cccc(Cl)c1
(27) Cc1cccc2cc(C(c3nnnn3CC3CCCO3)N3CCCC4(CCCCC4)C3)c(=O)[nH]c12 (centres undefined)
(28) CCCCC(=O)Nc1nnc(SCC(=O)N2CCN(c3ccccc3OC)CC2)s1
(29) Cc1nc2sc3c(c2c2nnc(SCC(=O)NCc4ccco4)n12)CCCC3
(30) Cc1nn(-c2ccccc2)c(C)c1C(=O)OCC(=O)c1c(N)n(CC(C)C)c(=O)n(C)c1=O
(31) COc1cc(/C=N/NC(=O)CNC(=O)c2ccccc2)ccc1OC(=O)c1cccs1
(32) Cc1ccc(C(=O)c2cc3c(cc2N)OCCO3)cc1

| compound no. | 25 | 26 | 27 | 28 | 29 | 30 | 31 | 32 |
| --- | --- | --- | --- | --- | --- | --- | --- | --- |
| RmlC RmlD mix | -15 | -37 | -58 | 6 | -5 | -6 | 6 | -12 |
| RT RNaseH block | -3 | x | 17 | -5 | -12 | 4 | x | -9 |

(33) O=C(Nc1cc(Cl)ccc1O)c1cc2n(n1)C(C(F)(F)F)CC(c1ccc3c(c1)OCO3)N2 (centres undefined)
(34) CC1(O)C(=O)C=C2C=C(c3ccsc3)OC=C2C1=O (centres undefined)
(35) COc1cc(OC)c2c(-c3ccccc3)cc(=O)oc2c1C(CC(=O)N1CCOCC1)c1ccc(N(C)C)cc1 (centres undefined)
(36) COc1cccc(CSc2nnc(-c3ccc(F)cc3)o2)c1
(37) Cc1ccc(-n2ncc3c(=O)n(CC(=O)Nc4cccc(Cl)c4)cnc32)cc1C
(38) CCOc1ccccc1-n1cnc2cc(C(=O)NCc3ccco3)ccc21
(39) Nc1cc(N)nc(SCC(=O)N2CCCCC2)n1
(40) COc1ccc(C(=O)NC(=S)NNC(=O)Cc2cccs2)cc1

| compound no. | 33 | 34 | 35 | 36 | 37 | 38 | 39 | 40 |
| --- | --- | --- | --- | --- | --- | --- | --- | --- |
| RmlC RmlD mix | 28 | -9 | -9 | 4 | 6 | -37 | -10 | -3 |
| RT RNaseH block | 7 | x | x | -7 | -12 | -15 | -10 | x |

The closing 2 entries of the section before are carried over, then new ones follow:
(39) Nc1cc(N)nc(SCC(=O)N2CCCCC2)n1
(40) COc1ccc(C(=O)NC(=S)NNC(=O)Cc2cccs2)cc1
(41) N#CCCN1CCN(C2=NC(=O)C(=C3CCCCC3)S2)CC1
(42) O=[N+]([O-])c1ccc(/C=N/N/C(=N/c2ccccn2)c2ccccn2)cc1
(43) CCn1c(O)c(C(c2ccccn2)c2c(O)n(CC)c(=S)[nH]c2=O)c(=O)[nH]c1=S
(44) COc1cc2sc3ccc(C#CC4(O)CCCCC4)cc3c(=O)c2cc1OC
(45) COc1ccccc1-c1nnc(NC(C)=O)s1
(46) CC1(OC(=O)c2cnc3ccccc3n2)C(=O)C=C2C=C(C3CC3)OC=C2C1=O (centres undefined)
(47) COc1ccccc1C1=NOC(C)(c2sc(-c3ccccc3)nc2C)C1 (centres undefined)
(48) Cn1c(C(=O)N2CCc3ccccc32)cc2c(=O)n3ccccc3nc21

| compound no. | 39 | 40 | 41 | 42 | 43 | 44 | 45 | 46 | 47 | 48 |
| --- | --- | --- | --- | --- | --- | --- | --- | --- | --- | --- |
| RmlC RmlD mix | -10 | -3 | 4 | 10 | -17 | -94 | 2 | -9 | -7 | x |
| RT RNaseH block | -10 | x | -1 | x | x | x | -7 | x | x | -9 |

(49) O=C(Nc1nncs1)c1ccc(S(=O)(=O)c2ccccc2)cc1
(50) CCc1nnc(NC(=O)CN2C(=O)c3ccccc3C2=O)s1
(51) Cc1cc(C)n(-c2cc(N3CCN(C(=O)c4cccc(Br)c4)CC3)ccc2[N+](=O)[O-])n1
(52) Cc1ccc(C2=NOC(C)(c3nnc(-c4ccc(Cl)cc4)o3)C2)cc1 (centres undefined)
(53) CCOC(=O)c1cnc(-n2nc(C)cc2C)nc1NCCO
(54) CN(C)CCn1c(C(=O)O)cc2ccccc21
(55) CSc1nncc(-c2ccc(F)c(F)c2)n1
(56) O=C(Cc1cccs1)NCc1ccccc1F

| compound no. | 49 | 50 | 51 | 52 | 53 | 54 | 55 | 56 |
| --- | --- | --- | --- | --- | --- | --- | --- | --- |
| RmlC RmlD mix | -11 | 4 | -8 | 7 | 104 | -6 | -13 | 5 |
| RT RNaseH block | -6 | 4 | x | x | x | -23 | -4 | -4 |

(57) COC(CNC(=O)C(=O)NCC1OCCN1C(=O)c1ccc(Cl)cc1)OC (centres undefined)
(58) CCOC(=O)CC(=O)CSc1nc(-c2ccc3c(c2)OCO3)cc(C(F)(F)F)c1C#N
(59) CCOC(=O)c1nn(-c2ccc(C)cc2)c(C)c1C(C)=O
(60) CCn1c(O)c2ccc(C(=O)N=NC(=O)c3cccnc3)cc2c1O
(61) Cc1ccc(Sc2nnc(-c3ccccc3)cc2C#N)cc1
(62) COc1ccc(OC)c2c(C)cc(N3CCN(C(=O)c4ccc(Cl)cc4)CC3)nc12
(63) O=S1(=O)CC/C(=N\O)c2ccccc21
(64) O=c1cc(N2CCCCC2)c(-c2ccccc2)nn1Cc1cccc(Cl)c1

| compound no. | 57 | 58 | 59 | 60 | 61 | 62 | 63 | 64 |
| --- | --- | --- | --- | --- | --- | --- | --- | --- |
| RmlC RmlD mix | -6 | -287 | 4 | -39 | -8 | 11 | -16 | -9 |
| RT RNaseH block | x | x | x | x | x | x | x | x |

(65) Cc1ccc(CNC(=O)Cc2cccs2)cc1
(66) Cc1ccc(-c2[nH]nc3c2C(c2ccoc2)C(C#N)=C(N)O3)cc1C (centres undefined)
(67) CCOC(=O)CSc1cc(=O)n(CC)c2ccccc12
(68) CC1CC2(CCCCC2)Nc2ccc3ccccc3c21 (centres undefined)
(69) O=C(NCc1cccc(C(F)(F)F)c1)C1CC(c2ccccc2C(F)(F)F)=NO1 (centres undefined)
(70) CCC(CC)C1C(C#N)=C(N)Oc2cc(C)oc(=O)c21 (centres undefined)
(71) COc1cc(OC)c2ccc(=O)oc2c1C(CC(=O)N1CCOCC1)c1ccc(N(C)C)cc1 (centres undefined)
(72) CN(Cc1ccccc1)C(=O)CSc1nc2ccccc2c(=O)n1Cc1ccco1

| compound no. | 65 | 66 | 67 | 68 | 69 | 70 | 71 | 72 |
| --- | --- | --- | --- | --- | --- | --- | --- | --- |
| RmlC RmlD mix | 7 | 8 | -6 | 166 | 1 | 1 | -9 | -13 |
| RT RNaseH block | x | -41 | x | x | x | x | x | -52 |

(73) COc1ccccc1/C=C/CN1CCOCC1
(74) CCOC(=O)C1=C(C)NC(=O)NC1c1ccccc1Cl (centres undefined)
(75) Cn1c(=O)c2c(nc(N3CCc4ccccc4C3)n2Cc2ccc(Br)cc2)n(C)c1=O
(76) COc1ccc(S(=O)(=O)N2CCCC2C(=O)Nc2ccc(C)cc2)cc1 (centres undefined)
(77) c1cncc(-c2nnc(-c3cccs3)o2)c1
(78) O=S1(=O)C[C@@H](O)[C@@H](Nc2ccc(Cl)cc2)C1
(79) Cn1ncc(C#N)c1NC(=O)C1CC(c2c(F)cccc2Cl)=NO1 (centres undefined)
(80) Fc1ccc(OCc2nnc(SCCN3CCOCC3)o2)cc1

| compound no. | 73 | 74 | 75 | 76 | 77 | 78 | 79 | 80 |
| --- | --- | --- | --- | --- | --- | --- | --- | --- |
| RmlC RmlD mix | -22 | 5 | -4 | -9 | 39 | -17 | -9 | 0 |
| RT RNaseH block | 17 | -6 | -7 | -5 | -10 | x | -8 | x |

(81) Cc1cc(Cl)c(OCCCSc2nc(C)cc(=O)[nH]2)c(Br)c1
(82) CC1=C(C#N)c2nc(N)c(C#N)c(C)c2/C1=C\c1ccccc1
(83) c1cc2c(nn1)CCc1nonc1-2
(84) CCCCC(=O)N=c1sc2cc(S(C)(=O)=O)ccc2n1C
(85) O=C(Nc1ccc(N2CCN(C(=O)c3cccs3)CC2)c(Cl)c1)c1ccco1
(86) CCOC(=O)c1sc(NC(=O)C(CC)Sc2nnc3c4ccccc4n(C(C)C)c3n2)nc1C (centres undefined)
(87) CC(C)Cn1c(N)c(C(=O)CSc2ccc3c(c2)OCCO3)c(=O)n(C)c1=O
(88) COc1cc(OC)c2c(-c3ccccc3)cc(=O)oc2c1C(CCN1CCCCC1)c1ccc2c(c1)OCO2 (centres undefined)

| compound no. | 81 | 82 | 83 | 84 | 85 | 86 | 87 | 88 |
| --- | --- | --- | --- | --- | --- | --- | --- | --- |
| RmlC RmlD mix | -6 | x | -19 | x | 6 | 2 | -15 | -9 |
| RT RNaseH block | x | -2 | -5 | -5 | x | x | 9 | x |

One compound at a time, as listed above.
NC(=O)C1CCN(C(=O)c2cc3ccccn3n2)CC1 across the screens: RmlC RmlD mix: 5; RT RNaseH block: -10
COc1ccc(OC)c2c(C)cc(N3CCN(C(=O)c4ccc(Cl)cc4)CC3)nc12 across the screens: RmlC RmlD mix: 11; RT RNaseH block: x
CCn1c(O)c(C(c2ccccn2)c2c(O)n(CC)c(=S)[nH]c2=O)c(=O)[nH]c1=S across the screens: RmlC RmlD mix: -17; RT RNaseH block: x

Remaining list, next part
(89) CCOC(=O)c1c(C)n(C)c2c(C)cc(O)c(OC(C)=O)c12
(90) Cn1c(=O)c(=O)n(C)c2cc(S(=O)(=O)N3CCOCC3)ccc21
(91) CCOC(=O)c1cnc(SCC)[nH]c1=O
(92) COc1cccc(CNc2nc3nc(C)cc(=O)n3[nH]2)c1
(93) CCOC(=O)c1sc(NC(=O)c2ccccc2)cc1C
(94) NC(=O)c1ccccc1NC(=O)CS(=O)(=O)Cc1ccccc1
(95) CCCCCCOc1ccc(/C(N)=N/O)cc1
(96) O=C(Nc1nc(-c2cc(Cl)sc2Cl)cs1)c1cccs1
(97) Cc1oc(/C=N/NC(=O)CN(c2ccccc2Br)S(C)(=O)=O)cc1Br
(98) CC(C)N(Cc1nc(-c2ccc(Cl)cc2)no1)C(=O)C(c1ccccc1)c1ccccc1
(99) CC1=CC(=O)C=C(C)C1=NOC(=O)c1cccc([N+](=O)[O-])c1

| compound no. | 89 | 90 | 91 | 92 | 93 | 94 | 95 | 96 | 97 | 98 | 99 |
| --- | --- | --- | --- | --- | --- | --- | --- | --- | --- | --- | --- |
| RmlC RmlD mix | -11 | 0 | 2 | 1 | -14 | -5 | 94 | 2 | 29 | 4 | -15 |
| RT RNaseH block | 22 | -22 | -9 | x | x | 4 | -20 | -22 | x | x | x |

Individual results from the list:
COc1cccc(CNc2nc3nc(C)cc(=O)n3[nH]2)c1 – RmlC RmlD mix = 1
CCCCCCOc1ccc(/C(N)=N/O)cc1 – RmlC RmlD mix = 94
NC(=O)c1ccccc1NC(=O)CS(=O)(=O)Cc1ccccc1 – RmlC RmlD mix = -5

An excerpt (hit frequency here may not be typical).
